# Compound activity as filed in PubChem.
# S1P3 antag: blocks the human S1P3 receptor; inhibition, % at 4.98 µM; Q99500; AID 485; 170,000 tested, 0.27% active; CHO S1P3 NFAT-BLA reporter, FRET fluorescence, antagonist mode;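 active means inhibition above the plate cutoff, the mean inhibition of test wells on that plate plus 3 SD, cut at about 28% in these data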;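 further: cells challenged with S1P at its EC80 of 0.8 µM; blue over green emission ratio from cleaved BLA substrate after 4 h stimulation; 0% = S1P-stimulated wells and 100% = unstimulated DMSO-only wells; some compounds past the cut are filed as inactive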
# Target sequence (Q99500 whole entry, looked up): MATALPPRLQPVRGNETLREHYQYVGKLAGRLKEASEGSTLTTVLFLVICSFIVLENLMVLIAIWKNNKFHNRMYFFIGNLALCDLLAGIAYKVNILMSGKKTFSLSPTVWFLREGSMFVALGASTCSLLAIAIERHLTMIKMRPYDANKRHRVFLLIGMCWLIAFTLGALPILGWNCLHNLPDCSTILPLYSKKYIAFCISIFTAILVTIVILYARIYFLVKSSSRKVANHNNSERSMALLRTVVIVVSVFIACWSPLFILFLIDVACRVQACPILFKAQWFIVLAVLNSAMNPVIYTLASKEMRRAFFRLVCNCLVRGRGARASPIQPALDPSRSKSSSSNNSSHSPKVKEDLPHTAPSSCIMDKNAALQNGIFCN
# Diaphorase act: activates diaphorase or chemically reduces, flagging diaphorase assay artifacts. Diaphorase/resazurin coupled assay, resorufin fluorescence, 16 min; stronger effect = higher value; 1 = vehicle wells, 0 = NADH-free wells. activation factor at 20 µM. 190,000 tested, 0.005% active. AID 1229;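 active means diaphorase activity raised at least twofold by the compound at 20 µM; inactive means activation factor below 2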
#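 Material: Purified diaphorase enzyme from Clostridium kluyveri | Buffer or medium: 50 mM HEPES pH 7.4 with 4.542 mM MgCl2, 0.005% Tween 20 | Times: 16 min enzyme reaction, ambient temperature | Signal: Red resorufin fluorescence at 544/590 nm excitation/emission | Measure: Increased resorufin signal from activators or reducing compounds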
# TLR4 MyD88 comp: TLR4-MyD88 interaction inhibition in cells | HeLa CL3-4 TLR4/MyD88 BLA complementation, FRET ratio | inhibition, % at 8.4 µM | 200,000 tested, 0.18% active; in the data active means inhibition above about 25%;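 further: 0% = vehicle and 100% = reference inhibitor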
# G6PDH CS: counter-screen for G6PDH assay hits: L. mesenteroides G6PDH inhibition | Purified L. mesenteroides G6PDH, diaphorase/resazurin coupled fluorescence, 45 min | inhibition, % at 5 µM | 200,000 tested, 0.12% active | AID 1020
# PMI act hi M6P: increases human PMI activity with near-saturating mannose 6-phosphate; 190,000 tested, 0.34% active; coupled PMI enzyme assay, resazurin fluorescence, 20 min; stronger effect = higher value; 1 = untreated enzyme, 0 = substrate-free blank; activation factor at 20 µM; P34949;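 active means activation factor of 2 or more at 20 µM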
# Target sequence (P34949 whole entry, looked up): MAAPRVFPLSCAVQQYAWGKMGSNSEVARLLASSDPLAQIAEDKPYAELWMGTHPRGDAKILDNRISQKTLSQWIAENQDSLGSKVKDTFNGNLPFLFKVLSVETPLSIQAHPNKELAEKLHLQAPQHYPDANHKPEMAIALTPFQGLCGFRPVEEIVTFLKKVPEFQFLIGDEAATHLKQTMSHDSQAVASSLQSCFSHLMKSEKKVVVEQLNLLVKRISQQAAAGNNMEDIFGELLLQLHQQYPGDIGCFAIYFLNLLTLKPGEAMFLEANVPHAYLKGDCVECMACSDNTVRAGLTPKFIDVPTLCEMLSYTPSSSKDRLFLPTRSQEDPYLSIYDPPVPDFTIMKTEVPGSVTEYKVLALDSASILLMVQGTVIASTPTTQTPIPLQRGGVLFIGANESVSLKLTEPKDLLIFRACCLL
#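 test system = human PMI in coupled enzyme assay | medium = HEPES-buffered pH 7.4 with magnesium and detergent | also added = 1.0 mM mannose-6-phosphate substrate with 0.22 mM NADP+ | compound = 20 µM single dose | times = 20 min incubation at room temperature | measured by = resorufin fluorescence (Ex 544/Em 590 nm) from resazurin via diaphorase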
# RAM network inh: yeast RAM network inhibition. S. cerevisiae dse1pr::URA3 reporter, 5-FOA growth OD615, 2 d; analog-sensitive cbk1-as2 kinase mutant strain. 190,000 tested, 1.8% active. AID 868. inhibition, % at 50 µM;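 active means inhibition above a set limit, 3 SD over mean compound inhibition, cut at about 8.4% in these data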;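 further: 0% = DMSO-only wells with no growth and 100% = 10 µM 1-NA-PP1 full growth; inhibition rescues growth on 5-FOA so higher OD means more RAM inhibition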
# DTT redox prof: compounds producing H2O2 with reducing agent – biochemical, NIH compound library profiling, artefact control for MLSCN library redox annotation, primary screen; 200,000 tested, 0.03% active; activation, % at 10 µM; DTT-dependent redox cycling H2O2, phenol red/HRP absorbance; 100% = 100 µM peroxide control, 0% = buffer;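 active means activation of at least 50% relative to the plate's high and low controls in the primary single-dose screen; inactive means activation below 50%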;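 further: compound incubated with DTT at 0.8 mM final as the reducing agent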
# PMI act: phosphomannose isomerase (human) activation; activation factor at 20 µM; purified human PMI, coupled resazurin fluorescence, 20 min; stronger effect = higher value; 1 = vehicle control, 0 substrate-free wells; AID 1214; 190,000 tested, 0.005% active;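 active means activation factor of 2 or more at 20 µM, relative to plate controls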
# Hsp70 act: Hsp70 transcriptional activation, primary screen | HeLa Hsp70 promoter luciferase reporter, luminescence; scaled: vehicle 0, proteasome-inhibitor control 100% | activation, % at 10 µM | 200,000 tested, 0.04% active | AID 1203;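 active means activation above the mean across all tested compounds plus 3 SD, cutoff set per campaign, cut at about 5.5% in these data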;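 further: 100% = MG132 at 30 µM as the positive control and 0% = DMSO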
# Diaph inh CS: counter-screen for diaphorase-based assays: diaphorase inhibitors and chemical oxidizers; diaphorase resazurin-to-resorufin fluorescence, NADH, 16 min; bacterial (C. kluyveri) enzyme, not human; inhibition, % at 20 µM; 190,000 tested, 0.69% active; AID 1217;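 active means primary screen inhibition at 20 µM above a set limit, cut at about 50% in these data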;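 further: plate controls were DMSO with full reaction for no effect and wells lacking NADH for full effect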
#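 System: Diaphorase enzyme from Clostridium kluyveri | Amount: Enzyme working solution with 0.14 U/mL diaphorase | Benchmarks: No-NADH positive control and DMSO neutral control | Signal: Fluorescence of resorufin formed from resazurin, Ex 544/Em 590 nm | Schedule: 16-min room-temperature incubation before reading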
# L major viab: Leishmania major promastigote growth inhibition | Leishmania major promastigotes, resazurin fluorescence viability | inhibition, % at 10 µM | 200,000 tested, 9% active;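 further: promastigotes grown with compound for 44 hours at 28 °C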
# * hit, by the source's call; . = no result given. Unless noted, no stated cut-off is given here; in the data, active means inhibition above about 50%; inactive means the rest.
[1] COc1ccc(-n2c(O)c(/C=N/Nc3nc(C)cc(C)n3)c3ccccc3c2=O)cc1OC
[2] CC(C)=CCN1CCN(Cc2cnc(N3CCCC3)s2)CC1CCO (stereo unspecified)
[3] Cc1ccc(C(=O)NCC(=O)N2CCN(S(=O)(=O)c3cccs3)CC2)s1
[4] CCC(c1nnnn1Cc1ccccc1)N(Cc1ccco1)Cc1cc2cc(OC)ccc2[nH]c1=O (stereo unspecified)
[5] Cc1ccc2oc(-c3ccc(NC(=O)c4cccnc4)cc3)nc2c1
[6] O=C(O)C1CCCCC1C(=O)Nc1cccc2ccccc12 (stereo unspecified)

screen / no.	1	2	3	4	5	6
S1P3 antag	-7	-12	14	26	0	.
Diaphorase act	0.8	0.9	1	0.7	0.9	0.7
TLR4 MyD88 comp	-3	-3	-2	-2	-1	-7
G6PDH CS	2	7	1	7	-64	12
PMI act hi M6P	1.1	1	1.1	0.8	0.9	0.5
RAM network inh	4.1	3.4	0.1	2.3	-0.2	0.1
DTT redox prof	0.1	0.0	-0.4	1.7	1.5	1.0
PMI act	1.1	1	1.1	0.9	0.9	0.8
Hsp70 act	-0.4	-0.2	-0.2	-0.2	-0.3	-0.1
Diaph inh CS	22	9	2	25	12	32
L major viab	-12	-1	10	18	9	-4

# Next part; the last 4 above are carried over.
[3] Cc1ccc(C(=O)NCC(=O)N2CCN(S(=O)(=O)c3cccs3)CC2)s1
[4] CCC(c1nnnn1Cc1ccccc1)N(Cc1ccco1)Cc1cc2cc(OC)ccc2[nH]c1=O (stereo unspecified)
[5] Cc1ccc2oc(-c3ccc(NC(=O)c4cccnc4)cc3)nc2c1
[6] O=C(O)C1CCCCC1C(=O)Nc1cccc2ccccc12 (stereo unspecified)
[7] CCN(CC)CCCNC(=O)c1ccc(OCC(=O)Nc2ccccc2C(F)(F)F)c(OC)c1
[8] O=C(NC(NC(=S)Nc1ccc(Cl)cc1Cl)C(Cl)(Cl)Cl)c1cccc([N+](=O)[O-])c1 (stereo unspecified)
[9] OC(Cn1cncn1)c1ccc(Cl)cc1 (stereo unspecified)
[10] Nc1cc(=O)nc(SCC(=O)N(C2CCCCC2)C2CCCCC2)n1-c1ccccc1
[11] CCCCN(C)C1CCN(C(=S)Nc2ccc(OC)cc2)CC1
[12] CCc1ccccc1NC(=S)N(CCN1CCCCC1)Cc1ccco1

screen / no.	3	4	5	6	7	8	9	10	11	12
S1P3 antag	14	26	0	.	-5	.	.	.	-11	2
Diaphorase act	1	0.7	0.9	0.7	1.2	0.9	0.7	0.9	0.9	0.8
TLR4 MyD88 comp	-2	-2	-1	-7	-4	10	-15	-2	-10	-11
G6PDH CS	1	7	-64	12	0	1	3	2	4	5
PMI act hi M6P	1.1	0.8	0.9	0.5	1.1	0.9	0.9	1	0.9	1
RAM network inh	0.1	2.3	-0.2	0.1	1.1	3.9	1.7	1.2	1.5	1.5
DTT redox prof	-0.4	1.7	1.5	1.0	0.3	1.9	-0.6	-3.8	-0.4	-0.7
PMI act	1.1	0.9	0.9	0.8	1	0.8	0.9	0.9	0.9	1
Hsp70 act	-0.2	-0.2	-0.3	-0.1	-0.1	-0.2	-0.1	-0.2	0.0	0.0
Diaph inh CS	2	25	12	32	-18	14	32	8	12	15
L major viab	10	18	9	-4	45	100*	-9	-5	40	8

[13] Cc1nc2c3cc(F)ccc3n(Cc3ccccc3)c2s1
[14] CC(C)[C@H](NC(=O)c1ccc(C(C)(C)C)cc1)C(=O)Nc1nnc(C2CC2)s1
[15] COc1cc(/C=N/NC(=O)CC23CC4CC(CC(C4)C2)C3)cc(Br)c1OCC(=O)N(C)C
[16] O=C(Nc1ncc(Cc2cccc(Cl)c2)s1)C1CCCO1 (stereo unspecified)
[17] CCN(CC)S(=O)(=O)c1ccc(Cl)c(C(=O)Nc2nncs2)c1
[18] CCOC(=O)c1ccc(NCc2ccc3c(c2)OCO3)cc1

screen / no.	13	14	15	16	17	18
S1P3 antag	3	-9	-2	.	-5	4
Diaphorase act	0.8	0.7	0.9	0.9	0.9	0.9
TLR4 MyD88 comp	1	-7	-1	-5	-10	-11
G6PDH CS	3	12	5	1	-2	3
PMI act hi M6P	0.7	0.9	1.1	1	1	0.9
RAM network inh	2.5	0.8	-0.4	-0.5	-1.2	2.4
DTT redox prof	-0.6	.	0.2	0.3	0.4	-0.7
PMI act	0.8	0.9	1	0.9	1	0.9
Hsp70 act	-0.4	-0.3	-0.4	0.0	-0.5	0.5
Diaph inh CS	25	26	14	9	10	9
L major viab	-2	84*	93*	22	0	13

[19] O=C(O)C(CO)N=Cc1c(O)c2ccccc2oc1=O (stereo unspecified)
[20] Cc1ccc(C(=O)COC(=O)CCC(=O)NC2CCCCC2)cc1[N+](=O)[O-]
[21] O=C(c1ccco1)N1CCCN(C(=O)c2ccco2)CC1
[22] O=c1[nH]c(SCc2ccc([N+](=O)[O-])cc2)nc2[nH]ncc12
[23] Cc1ccc2ncccc2c1[N+](=O)[O-]
[24] Cc1cccc(NC(=O)Cn2nc(C(F)(F)F)cc2C2CC2)c1

screen / no.	19	20	21	22	23	24
S1P3 antag	4	8	-9	-2	-11	.
Diaphorase act	1	0.9	0.9	0.9	0.9	1
TLR4 MyD88 comp	-16	-1	5	-6	4	3
G6PDH CS	9	2	-3	4	0	10
PMI act hi M6P	1.2	1	1	1	0.9	1
RAM network inh	0.4	1.8	3.3	1.8	1.0	1.1
DTT redox prof	-0.2	-0.4	0.4	4.1	-0.4	0.1
PMI act	1.3	0.9	1	1	1	0.9
Hsp70 act	-0.2	-0.3	0.0	-0.1	-0.2	-0.1
Diaph inh CS	-2	15	8	6	6	2
L major viab	-6	-10	-7	-5	32	10

# Gathered by group, the entries above with an aryl thioether with sulfur outside any ring.
[10] Nc1cc(=O)nc(SCC(=O)N(C2CCCCC2)C2CCCCC2)n1-c1ccccc1
[22] O=c1[nH]c(SCc2ccc([N+](=O)[O-])cc2)nc2[nH]ncc12

screen / no.	10	22
S1P3 antag	.	-2
Diaphorase act	0.9	0.9
TLR4 MyD88 comp	-2	-6
G6PDH CS	2	4
PMI act hi M6P	1	1
RAM network inh	1.2	1.8
DTT redox prof	-3.8	4.1
PMI act	0.9	1
Hsp70 act	-0.2	-0.1
Diaph inh CS	8	6
L major viab	-5	-5

# (continued)
[25] O=C(CN1CCN(Cc2ccccc2F)C1=O)NCc1ccco1
[26] Cc1cnc(NC(=O)c2ccc(OCC3CCCO3)cc2)s1 (stereo unspecified)
[27] O=S(=O)(c1ccc(Cl)cc1)N1CCCC1c1nc2ccccc2s1 (stereo unspecified)
[28] CCOc1ccccc1NC(=O)C1=C(C)NC(=O)NC1c1cccs1 (stereo unspecified)
[29] O=C(O)CSc1nnc(Cn2cnc3ccccc32)n1CCc1ccccc1
[30] COc1ccccc1-c1nnc(SCC(=O)c2ccc(C3CCCCC3)cc2)n1Cc1ccco1

screen / no.	25	26	27	28	29	30
S1P3 antag	.	-4	.	-20	-14	.
Diaphorase act	0.9	0.8	0.7	0.8	0.9	1
TLR4 MyD88 comp	-2	-7	4	-12	0	0
G6PDH CS	-1	-1	2	22	2	7
PMI act hi M6P	1.1	0.8	0.9	0.9	1	1
RAM network inh	-0.2	2.9	2.6	1.1	0.9	5.8
DTT redox prof	0.3	-0.7	-0.9	0.9	0.1	1.1
PMI act	1.1	0.9	0.8	0.8	1.1	0.9
Hsp70 act	-0.2	-0.4	-0.1	-0.1	0.1	-0.3
Diaph inh CS	8	20	25	16	11	0
L major viab	4	7	-3	-5	-3	25

[31] CCS(=O)(=O)N1CCN(Cc2c[nH]c3ccccc23)CC1
[32] COc1ccc(N(C)C(=O)c2cnc(N3CCN(c4ncccn4)CC3)c3ccccc23)cc1
[33] O=C(c1ccco1)N1CCN(CC(O)Cn2c3ccccc3c3ccccc32)CC1 (stereo unspecified)
[34] Cc1cc(C)cc(OCCCCCNCCO)c1
[35] COc1ccc(N2C(=O)CCC2=O)c(OC)c1
[36] COc1ccc(-n2c3c(cc(C(=O)NC4CCSC4=O)c2=O)C(=O)CC(C)(C)C3)cc1 (stereo unspecified)

screen / no.	31	32	33	34	35	36
S1P3 antag	-2	.	.	.	-1	-13
Diaphorase act	0.9	0.9	1.1	0.9	0.9	1
TLR4 MyD88 comp	3	4	-6	8	3	8
G6PDH CS	8	-5	-6	6	4	0
PMI act hi M6P	1	0.9	1	0.9	1	1
RAM network inh	0.6	0.7	-1.0	1.9	0.2	-0.5
DTT redox prof	3.4	-3.3	0.1	2.2	-2.4	1.7
PMI act	1.1	1	1.1	0.9	1	1
Hsp70 act	-0.2	-0.3	-0.2	-0.1	-0.1	-0.1
Diaph inh CS	9	12	-9	8	15	0
L major viab	-3	-1	6	52*	-13	-10

[37] COC(=O)c1ccc(NC2(C#N)C(=O)Nc3ccccc32)cc1 (stereo unspecified)
[38] NC(=O)c1c(NC(=O)CSc2nnc(-c3ccco3)n2N)sc2c1CCCC2
[39] COCCCN(CC(=O)Nc1ccc(N2CCOCC2)cc1)S(=O)(=O)c1ccc(Cl)cc1
[40] CC1(C)CC(O)(CCNCc2ccc3c(c2)OCO3)CCO1 (stereo unspecified)
[41] COc1cc(OC)cc(C(=O)N2CCC(N3CCCCCC3)CC2)c1
[42] O=C(C1CCN(S(=O)(=O)c2cccc3cccnc23)CC1)N1CCN(C2CCCCC2)CC1
[43] CCC(=O)N[C@@H]1CC(C(C)(C)NC(=O)CC)CC=C1C (stereo partly specified)
[44] CCCC1CCC(c2ccc(C(=O)NN)cc2)CC1 (stereo unspecified)

screen / no.	37	38	39	40	41	42	43	44
S1P3 antag	-21	.	-4	.	.	-13	.	-21
Diaphorase act	0.8	0.7	0.9	0.9	1	0.9	0.9	0.8
TLR4 MyD88 comp	-2	1	-15	-10	2	-7	5	5
G6PDH CS	-4	5	1	-20	11	28	1	-4
PMI act hi M6P	0.9	1	1.3	0.9	1	0.9	1	0.9
RAM network inh	0.4	0.1	4.2	0.0	-1.2	1.3	1.9	0.1
DTT redox prof	0.8	-1.3	0.0	2.9	0.1	0.1	-0.3	-1.2
PMI act	0.8	0.9	1.2	0.9	1	0.9	1	0.8
Hsp70 act	-0.5	-0.1	-0.3	-0.3	-0.3	-0.5	-0.4	-0.2
Diaph inh CS	17	34	12	14	-2	7	7	19
L major viab	34	-3	3	83*	7	-9	-5	20
